mcGAS MS inh – mouse cGAS inhibition by mass spec; Q8C6L5; recombinant mouse cGAS, cGAMP by RapidFire MS; inhibition, % at 12.5 µM; hit rate 0.18% among 130,000;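 active = inhibition of cGAS enzyme activity at or above 60%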;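 also: enzyme stimulated by 45 bp dsDNA with ATP and GTP substrates; cGAMP share of summed cGAMP plus half ATP and half GTP signals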
Target sequence (Q8C6L5 whole entry, looked up): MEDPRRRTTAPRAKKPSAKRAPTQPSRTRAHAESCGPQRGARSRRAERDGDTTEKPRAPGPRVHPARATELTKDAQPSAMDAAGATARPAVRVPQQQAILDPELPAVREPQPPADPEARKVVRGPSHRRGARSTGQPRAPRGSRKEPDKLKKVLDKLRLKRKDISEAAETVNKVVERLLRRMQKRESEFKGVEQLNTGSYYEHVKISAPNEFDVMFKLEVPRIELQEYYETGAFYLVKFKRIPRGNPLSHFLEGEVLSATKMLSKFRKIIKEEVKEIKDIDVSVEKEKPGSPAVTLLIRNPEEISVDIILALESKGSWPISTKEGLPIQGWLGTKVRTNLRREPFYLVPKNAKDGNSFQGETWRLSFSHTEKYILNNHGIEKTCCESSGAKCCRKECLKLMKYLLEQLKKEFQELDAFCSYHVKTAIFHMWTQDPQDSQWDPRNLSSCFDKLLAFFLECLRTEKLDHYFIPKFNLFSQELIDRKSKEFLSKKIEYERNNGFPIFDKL
The depositor's hits bear a star; & = joins results of further samples.

Structure	mcGAS MS inh
Cc1noc(C)c1S(=O)(=O)N1CCC2(CC1)Nc1ccccc1C(=O)N2CCO	-5
CC(C)(C)n1ncc2c(=O)n(NC(=O)Cc3ccc(-c4ccccc4)cc3)cnc21	-3
O=C(CCSc1nc(-c2ccc(Br)cc2)cs1)N1CCCC1	20
NC(=O)c1ccnc(N2CCC(N3CCCC(C(=O)N4CCOCC4)C3)CC2)c1 (configuration not stated)	-7
COc1ccc(Cl)cc1Cn1c(C)c(C(=O)NCCC#N)sc1=O	-3
CCCCN(CCCC)C(=O)c1[nH]c(C)c(C(C)=O)c1C	-6
CC(=O)N(C)c1ccc(NC(=O)CNCCc2cccs2)cc1	-11
CCCn1cc(C(=O)NC2CCCN(c3ccc(C(F)(F)F)cn3)C2)c(C)n1 (configuration not stated)	-7
Cc1ccc2nc(C)c(C(=O)NC3C=CS(=O)(=O)C3)cc2c1 (configuration not stated)	-16
O=C(OCc1ccc(Cl)cc1)c1ccc(S(=O)(=O)N2CCCC2)o1	-15
O=C(Nc1ccc(S(=O)(=O)C2CCCC2)cc1)C(=O)N1CCCCCCC1	-8
O=C(NC1CCN(C(=O)c2ccc(F)c(C(F)(F)F)c2)CC1)C1CC1	13
COc1ccc(NC(=O)c2ccccc2NC(=O)CN(C)C2CCN(C)CC2)cc1	-12
Cc1nc(C(F)(F)F)ccc1C(=O)N1CCC1(C)C(=O)NS(=O)(=O)c1ccc(Cl)s1 (configuration not stated)	-19
Cc1nc(Cl)c(Cl)n1CC(=O)Nc1cc(-c2ccccn2)nn1C	3
Cc1nc(CCNC(=O)c2coc(COc3ccc(F)cc3)n2)sc1C	-4
Cc1ccc(Oc2ncccc2CNC(=O)C(C)N2CCCC2)cn1 (configuration not stated)	-12
Cc1cc(NC(=O)C(C)S(=O)Cc2ccc(Cl)s2)no1 (configuration not stated)	0
Cc1ccc(S(=O)(=O)N2CCN(S(=O)(=O)N3CCOCC3)CC2)c(C)c1	-19
N#Cc1ccc(C(=O)N2CCOC(COCc3c(Cl)cccc3Cl)C2)c(F)c1 (configuration not stated)	-6

Structure	mcGAS MS inh
Cc1ccc(N2N=C(Br)CC2C(=O)O)c(Br)c1 (configuration not stated)	4
Cc1ccc(N2C=N/C(=C/N(C)C)C2=O)cc1	1
O=C1CN(Cc2csc(COc3ccc(Cl)cc3)n2)CCN1	8
COc1cc(/C=N\NC(=O)CSc2nnc(-c3ccccc3)n2-c2ccccc2)ccc1OCc1ccccc1	-8
O=C(CNC1CC1)N(Cc1ccc2c(c1)OCO2)Cc1cccs1	-6
CC(C)N(CCNC1=NCCCCC1)C(C)C	-3
O=C1NCC(=O)N2CCN(C(=O)c3ccc4cccc(F)c4n3)CC12 (configuration not stated)	-2
O=C(/C=C/c1ccccc1F)Nc1ccc(Cl)cn1	1
CCSc1nnc(NC(=O)c2cc3c(=O)n4cccc(C)c4nc3s2)s1	-2
CCNC(=O)NC(=O)CN1C(=O)NC2(CCC(C)CC2)C1=O (configuration not stated)	-4
COc1ccc2c(c1)c1c3n2CCN(Cc2ccccc2)C3=[N+](C)CC1	3
Cc1ccc(NC(=O)CS(=O)Cc2cccc(F)c2)cc1 (configuration not stated)	-13
CC(O)(CNC(=O)c1ccc(F)c(F)c1)c1cccs1 (configuration not stated)	-7
COc1cc(Cn2c(=O)n(Cc3ccccn3)c(=O)c3ncccc32)cc(OC)c1	2
COc1ccc(C)c2sc(N(CCN3CCOCC3)C(=O)c3ccc(C#N)cc3)nc12	-7
O=C(NCc1ccco1)c1cc(=O)c(OCc2ccccc2)co1	-4
O=c1c(Oc2ccc(F)cc2)c(C(F)(F)F)oc2cc(O)ccc12	-21
CC(C)[C@H](Nc1nc(C2CCCC2)nc2c1cnn2C)C(N)=O	-5
CCN(CCCNc1cncc(Br)c1)S(C)(=O)=O	-48
CC(C)c1nccn1C(C)C(=O)N1CCC(Oc2ncccn2)CC1 (configuration not stated)	-28

Structure	mcGAS MS inh
Cn1ncnc1CN(c1cccc(Br)c1)S(C)(=O)=O	-12
CCCn1ncc(C(=O)NC2CCCN(Cc3cccc(OC)c3)C2)c1C (configuration not stated)	-19
O=S(=O)(CCO)CCOC1CCCCCC1	7
COc1ccc(C(=O)Nc2c3c(nn2-c2ccccc2C)CS(=O)C3)cc1 (configuration not stated)	-7
O=C(Nc1ccc(-c2nc3ccccc3o2)cc1)C1CCN(C(=O)C2CCCCO2)CC1 (configuration not stated)	-3
Clc1ccc(C[C@@H]2CC[C@H](CN3CCOCC3)O2)cc1	-10
O=C(C=Cc1cc2c(cc1[N+](=O)[O-])OCO2)NCc1ccccc1	-9
CCCn1ccnc1CN1CCCN(c2ccnc(C)c2)CC1	-24
Cc1ccc(NC(=O)C(NCCC(=O)N2CCCC2)c2ccccc2)cc1 (configuration not stated)	2
C#CCn1c(CSc2ccccc2)nc2ccccc21	-6
Cc1ccc2nc(CN(C)Cc3cnc(C)[nH]3)[nH]c2c1	-17
FC(F)(F)CN1CCN(c2nc(-c3cccnc3)nc3ccccc23)CC1	-22
O=C(NC1(c2cccc(Br)c2)CCOCC1)c1cnc2ccccc2n1	-5
COC(=O)c1cc(C2CC2)nc2c1c(-c1ccccc1)nn2C1CCS(=O)(=O)C1 (configuration not stated)	-10
CN1CCN(C(=O)Oc2c3nccnc3c(O)n2-c2ccc(Cl)cn2)CC1	-14&-1
CCOC(=O)c1c(N)sc(C(=O)NC2CCCCC2)c1C	-14
O=C(NCCN1CCCCC1)c1ccc(N2CCCC2c2cccnc2)nc1 (configuration not stated)	-3
Brc1ccc(-c2cn3cccnc3n2)cc1	0
CN(Cc1ccc2c(c1)OCO2)c1nc2c(cnn2C(C)(C)C)c(=O)[nH]1	8
Cc1cnc(CN(C)Cc2cc3n(n2)CCNC3)[nH]1	-18

Structure	mcGAS MS inh
COc1ccc(-c2noc(COc3cccc4c3OCCO4)n2)cc1	-39
COCCOC1CCN(C(=O)c2cc(COc3ccc(-n4cncn4)cc3)on2)CC1	-1
Cn1c(COc2ccc(Cl)cc2Cl)nc2c1c(=O)[nH]c(=O)n2C	6
NC(=O)c1ccc(-c2nc(CSC(=S)N3CCCC3)cs2)cc1	4
Cc1ccc(C(=O)N[C@H](C(=O)OCCN(C)C)C(C)C)cc1	4
Cc1ccc(OCCN2CCC2(C)C(=O)Nc2ccc(Cl)c(Cl)c2)cc1 (configuration not stated)	41
Cn1cc(S(=O)(=O)N2CCC(C(=O)O)CC2)cc1C(N)=O	-5
CCCCN1C(=O)CCC(C(=O)Nc2cccc(C)n2)C1c1ccc(OC)cc1 (configuration not stated)	-1
COC(=O)c1ccc(Cn2c(C)c(C(=O)NCc3cccs3)sc2=O)o1	-2
Cc1ccccc1-n1cnn(CN(Cc2ccccc2)C2CCS(=O)(=O)C2)c1=S (configuration not stated)	3
CCCCN(C)S(=O)(=O)Nc1cnc(C(C)(C)C)nc1	1
OC(COc1cc(Cl)ccc1Cl)CN1CCc2sccc2C1 (configuration not stated)	-8
CSc1nc(NNC=O)cc(Oc2ccc(NC(C)=O)cc2)n1	-2
CC(Sc1nc(-c2ccccc2)cs1)C(N)=O (configuration not stated)	-5
COCCNc1ncc(Br)nc1Br	-5
Cc1ncc(CN(C)c2cc(Cl)nc(N)n2)s1	-5
O=S(=O)(Nc1ccc2[nH]ncc2c1)c1cccs1	-27
Cn1cnnc1SCC(=O)N(Cc1ccco1)C1=CCCCC1	-3
C=CCC1(OC)CCN(C(=O)c2cc(COc3ccccc3)on2)CC1	-14
CC(C)Cc1cc(Cn2cnc(-c3ccccc3)c2C2CCOC2)no1 (configuration not stated)	-11

Structure	mcGAS MS inh
Cc1ccc(F)cc1CC(=O)N(C)Cc1ccncc1C	-34
Cc1ccoc1C(=O)N1CCC(O)(C(=O)O)CC1	-28
Cc1noc(C)c1C(=O)OCC(=O)NC1CC1	6
CCC1=[N+](C)c2cccc3cccc(c23)N1C	-18
CCOc1ccccc1C1CC(=O)Nc2c1c(C)nn2-c1ccc(Cl)nn1 (configuration not stated)	5
Cc1c(-c2ccc(F)cc2)[nH]c2ccc(CNC(=O)c3cncn3C)cc12	-20
Cc1ccc(C2=NC(=Cc3ccco3)C(=O)O2)cc1C	0
CC(C)c1cc(C2CCN(C(=O)c3ccc(C#CC(C)(C)O)o3)CC2)[nH]n1	-26
O=C(NS(=O)(=O)Cc1ccc(Cl)nc1)C1=Cc2ccccc2OC1	-8
O=C(NCC(=O)N(CC1CC1)c1ccccc1)N1CCc2ccccc2C1	-26
CSc1ccc(C=Nc2ccc(-c3nnc4n3CCCCC4)cc2)cc1	0
COC(=O)c1cccc(C(=O)N(C)C2CCCN(C3Cc4ccccc4C3)C2)c1 (configuration not stated)	-1
C=C(C)CN1CC(C(=O)O)CC1=O (configuration not stated)	-35
CNc1cnc(-c2ccc(OC)cc2)cn1	-3
O=S(=O)(NC1CCCc2ccccc21)c1ccccc1 (configuration not stated)	-6
O=C(CN1C(=O)CNC12CCN(C(=O)Cc1ccsc1)CC2)Nc1ccc(F)cc1	-2
CCOC(=O)c1c(C)[nH]c(C(=O)OCC(=O)C23CC4CC(CC(C4)C2)C3)c1C	-8
CN(C)S(=O)(=O)c1ccc(C(=O)NCc2ccccc2)o1	-19
O=C1C2CC=CC=C2NC(=S)N1CCc1ccc(Cl)cc1 (configuration not stated)	-4
Cc1nn(C)cc1-c1c(-c2ccccc2)ncn1C(CC(C)C)c1cccnc1 (configuration not stated)	-4

Structure	mcGAS MS inh
CN(C)CCCOc1nn(Cc2ccccc2)c2ccccc12	-3
C=C1c2ccccc2C(=O)N1CCC(=O)Nc1ccccc1Cl	-3
Cc1ccc(NC(=O)Cc2csc(N3CCCC3=O)n2)cc1Cl	-8
O=C(NC1CCN(c2ccc(F)cc2)CC1)c1ccc2nc(C3CC3)oc2c1	-7
CC(NC(=O)c1ccc(CS(C)(=O)=O)o1)c1ccc(F)c(F)c1 (configuration not stated)	-7
CCC(C)(C)NC(=O)Cc1nc(-c2ccsc2)oc1C	-1
COC(=O)c1ccc(CN2CCN(c3nccc(C(C#N)c4ccccn4)n3)CC2)cc1 (configuration not stated)	-1
COC(=O)c1c(C)[nH]c(C(=O)C(C)OC(=O)c2cnc(C)cn2)c1C (configuration not stated)	-3
CCN(Cc1nc(C)no1)C(=O)c1ccc(CSC)o1	-52
COCCc1ccc(Oc2ncnc3cc(Cl)ccc23)cc1	-1
O=C(Cc1cccs1)N1CCN(c2ccc(-c3ccco3)nn2)CC1	-2
COc1ccc(C=Nc2nn[nH]n2)cc1	-9
CCn1c(C2CCCN(Cc3cn(C)nc3-c3ccccc3)C2)n[nH]c1=O (configuration not stated)	9
CCn1ncc(NC(=O)Cn2ncc3cc(-c4ccccc4C)ccc32)n1	-19
Cc1c(-c2ccccc2)n[nH]c1C(=O)N1CCC(c2ccccc2C(=O)O)C1 (configuration not stated)	-12
C=CCNC(=S)NNC(=O)CNC(=O)c1ccc(Cl)cc1Cl	-2
Cc1ccn2c(C(=O)NNC(=O)Nc3ccc(Cl)c(Cl)c3)c(C)nc2c1	-3
CCC12CC3CC(O)(C1)CC(C(=O)NCc1cncn1CC(C)C)(C3)C2 (configuration not stated)	-23
CCCc1nc(NCC)nc2n[nH]c(=S)n12	2
CN1C(=CC(=S)N=P(N2CCOCC2)(N2CCOCC2)C(C)(C)C)C(C)(C)c2ccccc21	-14

Structure	mcGAS MS inh
CCC1(c2ccccc2)CNC(=O)C(=O)N1 (configuration not stated)	0
Cc1csc(=O)n1CCC(=O)OCC(=O)c1c(N)n(C)c(=O)n(C)c1=O	-1
C=CCNC(=S)NNC(=O)COc1ccc(Cl)cc1	-8
Cc1ccc(CCNC(=O)c2ccc(S(N)(=O)=O)cc2)s1	-15
CC(C)c1nn(CC(=O)N2CCC(Cc3ccccc3)CC2)c(=O)c2c1cnn2C(C)(C)C	-7
Cc1c(CN(C)S(=O)(=O)c2ccc([N+](=O)[O-])cc2)cnn1C	-4
Cc1ccc(Cn2nnc3c(=O)n(CC(N)=O)cnc32)cc1	3
CCc1cccc(CC)c1C(O)c1cccnc1 (configuration not stated)	-1
COc1cc(C(=O)Nc2cc(C(=O)Nc3ccc(Cl)cc3)ccc2N2CC3CC(C2)c2cccc(=O)n2C3)cc(OC)c1OC (configuration not stated)	2
O=C(Cn1ccnc1-c1ccccc1)N1C[C@@H]2[C@H](C1)[C@H]1CC[C@@H]2O1	-19
CC(=O)Oc1ccccc1Cn1c(C)c(C(=O)NCC2CC2)sc1=O	2
O=C1CON=C(c2cccc(C(F)(F)F)c2)N1	-14
COc1ccnc(NNC(=O)Cc2csc(C(C)C)n2)n1	-4
Cc1c(-c2ccccc2F)[nH]c2ccc(CNS(=O)(=O)N(C)C)cc12	10
NC1(C(=O)O)CCN(Cc2cccc(Cn3cccn3)c2)C1 (configuration not stated)	-18
CN(C)c1ncnc2c1CCN(C(=O)c1cnc(Nc3ccccc3)nc1)C2	10
Cc1cccnc1CN1CCN(c2nc3nonc3nc2N2CCCCCC2)CC1	1

From PubChem

These rows are one share of the data; rates above refer to the full screens.
